Screening results deposited in PubChem BioAssay by Sanford-Burnham Center for Chemical Genomics.
UPR CHOP act: apoptotic UPR (CHOP) activation; CHO-CHOP luciferase reporter, luminescence; percent of tunicamycin response over DMSO baseline; activation, % at 10 µM; 330,000 compounds, 0.34% hits; AID 449763;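 active = at 10 µM dose, activation of 40% or more, normalized to positive control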;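 note: 100% = tunicamycin at 10 µg/mL and 0% = DMSO alone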
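System: CHO CHOP reporter cells. Amount: 500 cells per well. Buffer or medium: F12 medium, 10% FBS. Compound dosing: one dose, 10 µM in 0.5% DMSO. Incubation: 6 h compound exposure at 37 °C after overnight seeding. Technique: Steady-Glo luciferase luminescence. Benchmarks: tunicamycin and DMSO controls.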
697 NFkB inh: inhibitors of the PMA/ionomycin-induced NF-kB reporter in 697 B cells. AID 435022. 697 B-cell NF-kB luciferase reporter, 16 h. inhibition, % at 4 µM. 330,000 compounds, 0.33% hits; in the data active = inhibition above about 35%
Gli-Sufu antag: blocks Gli-Sufu signaling in a luciferase reporter | Sufu-KO-LIGHT fibroblasts, Gli luciferase reporter luminescence | inhibition, % at 5 µM | 340,000 compounds, 0.74% hits | AID 588413;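 active = inhibition above about 55%, limit read from the data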;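 note: 0% = DMSO-treated cells and 100% = wells with medium but no cells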
XBP1 UPR activ: adaptive UPR (XBP1) activation; CHO-XBP1 luciferase reporter, IRE1-XBP1 UPR activation, luminescence; percent of tunicamycin response, DMSO as zero; activation, % at 20 µM; 330,000 compounds, 0.33% hits; AID 463104;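 active = versus positive control, 20 µM dose yields 30% or more activation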;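 note: 100% = tunicamycin at 10 µg/mL and 0% = DMSO only wells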
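Material: CHO cell line with stable XBP1 luciferase reporter; schedule: 16-18 h cell attachment at 37 °C, then 6 h compound exposure; signal: glow luminescence from Steady-Glo reagent; medium: serum-containing F12 medium, 10% FBS; benchmarks: tunicamycin 10 µg/mL and vehicle-only wells; read-out: percent activation relative to tunicamycin reference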
CXCR6 inh: CXCR6 (human) receptor inhibition; O00574; CHO-K1 PathHunter CXCR6 beta-arrestin, luminescence; inhibition, % at 20 µM; 360,000 compounds, 0.36% hits; in the data active = inhibition above about 34%, passing the limit was not always enough;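 note: antagonist mode with CXCL16 agonist at 10 nM final; 0% = 10 nM CXCL16 with DMSO and 100% = unstimulated wells without agonist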
Target sequence (O00574 whole entry, looked up): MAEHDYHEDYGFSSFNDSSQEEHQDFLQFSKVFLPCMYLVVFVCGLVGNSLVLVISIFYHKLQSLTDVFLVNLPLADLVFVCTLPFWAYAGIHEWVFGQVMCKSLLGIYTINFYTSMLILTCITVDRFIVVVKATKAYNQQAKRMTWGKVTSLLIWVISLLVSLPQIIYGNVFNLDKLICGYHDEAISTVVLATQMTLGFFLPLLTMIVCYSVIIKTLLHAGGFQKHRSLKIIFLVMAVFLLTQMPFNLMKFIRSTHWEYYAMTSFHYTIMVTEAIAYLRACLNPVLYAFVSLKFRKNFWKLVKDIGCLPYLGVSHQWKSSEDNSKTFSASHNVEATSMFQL
EBI2 block: blocks human EBI2 receptor beta-arrestin signaling; P32249; EBI2 beta-arrestin recruitment, luminescence, 7a,25-OHC stimulated; inhibition, % at 5 µM; 360,000 compounds, 0.81% hits; AID 651636; in the data active = inhibition above about 38%;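 note: enzyme fragment complementation signal reports receptor beta-arrestin coupling in cells; 0% = agonist plus DMSO wells and 100% = wells without agonist; some results beyond the cut were filed as inactive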
Target sequence (P32249 whole entry, looked up, the tested form may be a part): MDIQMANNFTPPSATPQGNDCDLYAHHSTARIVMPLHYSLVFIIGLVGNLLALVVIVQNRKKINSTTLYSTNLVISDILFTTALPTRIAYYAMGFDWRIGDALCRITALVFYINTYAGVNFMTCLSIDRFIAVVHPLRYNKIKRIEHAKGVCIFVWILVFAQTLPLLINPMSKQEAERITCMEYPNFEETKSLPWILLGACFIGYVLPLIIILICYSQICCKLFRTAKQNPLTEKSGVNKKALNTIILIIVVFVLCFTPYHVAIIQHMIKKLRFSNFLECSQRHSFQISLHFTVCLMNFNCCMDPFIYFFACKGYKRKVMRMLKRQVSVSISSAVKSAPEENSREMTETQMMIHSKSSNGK
CCR6 antagonist: CCR6 (human) receptor antagonism. P51684. CHO-K1 CCR6 PathHunter beta-arrestin, luminescence, CCL20-stimulated. inhibition, % at 20 µM. 340,000 compounds, 0.49% hits;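 active = compounds whose inhibition of the agonist-driven luminescence signal at 20 µM reaches about 50%, limit read from the data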;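 note: cells stimulated with CCL20 at 14 nM final; plate controls were DMSO with CCL20 for no effect and DMSO without agonist for full effect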
Jurkat NFkB inh: inhibitors of the PMA/ionomycin-induced NF-kB reporter in Jurkat cells | PMA/ionomycin-induced NF-kB luciferase reporter, luminescence | inhibition, % at 4 µM | 330,000 compounds, 0.53% hits | AID 435003; in the data active = inhibition above about 50%
Mdm2 MdmX PPI: human Mdm2/MdmX binding inhibition; O15151+Q00987; SaOS-2 split-luciferase Mdm2/MdmX complementation, luminescence; inhibition, % at 8 µM; 330,000 compounds, 3% hits; AID 485346;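 active = inhibition of at least 50% at 8 µM in the primary screen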
Numbers without * were called inactive; / = not tested or not shown.

Every second line gives: UPR CHOP act	697 NFkB inh	Gli-Sufu antag	XBP1 UPR activ	CXCR6 inh	EBI2 block	CCR6 antagonist	Jurkat NFkB inh	Mdm2 MdmX PPI
- CC(=O)NCCc1nc2cc(NC(=O)c3ccccc3)ccc2n1C
→ 2.1	-21	3	-1	-8	-5	-4	-32	-34
- COc1ccccc1C1/C(=C(/O)c2cnn(-c3ccccc3)c2C)C(=O)C(=O)N1CCN(C)C (stereo not drawn)
→ /	/	4	/	2	-1	10	/	/
- CC(=O)c1c(C)cc(C)c(CSc2nc(C)cc(=O)[nH]2)c1C
→ 2.3	-11	3	0	-8	-2	-21	-16	-2
- Cc1cc(CN(C)C(=O)CC2C(=O)NCCN2Cc2ccc(-c3ccccc3)cc2)on1 (stereo not drawn)
→ -2.3	8	23	-2	6	-7	8	-5	3
- O=C(CN(Cc1ccccc1)C(=O)CCC(=O)Nc1ccccn1)NCCc1ccccc1
→ -0.1	13	-3	1	-3	3	8	-8	2
- COc1ccc(-n2c(Cc3cccn3C)nnc2SCC(=O)NCC2CCCO2)cc1 (stereo not drawn)
→ 0.8	2	21	-1	-3	-6	-10	-3	26
- O=C(NCC1CCCO1)c1cccc(Br)c1 (stereo not drawn)
→ 0.7	6	-5	-2	-3	-12	-6	3	6
- CN(CCC(=O)c1ccccc1)CCC(=O)c1ccccc1
→ -1.1	-27	27	-3	-2	-7	16	-10	-17
- Cc1nc(N2CCOCC2)sc1C=O
→ 0.7	21	-3	1	-11	-5	7	-9	28
- CC12CC3(C)CC(C)(C1)CC(C(=O)NCC(=O)O)(C2)C3
→ 0.3	1	2	-2	-1	-6	10	20	13
- CCOC(=O)Cc1csc(N)n1
→ 1.2	22	-15	0	0	-3	4	0	-2
- COc1ccc(C2OC[C@H]3O[C@H](O)[C@H](NC(C)=O)[C@@H](O)[C@@H]3O2)cc1 (stereo partly drawn)
→ /	/	-3	/	-2	-4	1	/	/
- CN(Cc1nc(-c2cccnc2)no1)S(=O)(=O)c1ccc(Br)cc1
→ -0.4	-22	3	-1	11	15	-15	8	13
- COCCn1c(N)c(C#N)c2nc3ccccc3nc21
→ 0.5	19	3	4	0	-9	-5	6	16
- CCc1cc(=O)oc2cc(C)cc(OC(C)C(=O)NCCCn3ccnc3)c12 (stereo not drawn)
→ -1.1	2	-5	2	-3	0	-15	-3	9
- CCCCOC(=O)c1ccc(OC(=O)N2CCOCC2)cc1
→ -1.3	7	-3	0	6	-10	1	15	11
- c1ccc(-c2nnc(CN3CCN(C(c4ccccc4)c4ccccc4)CC3)o2)cc1
→ 3.1	-12	-27	-1	-2	5	15	-15	20
- CN(CC(=O)NCc1ccco1)CC(=O)Nc1cc(S(C)(=O)=O)ccc1Cl
→ 1.7	17	-6	-2	4	-3	5	-13	4
- COC(=O)/C=c1/s/c(=C(/C#N)C(=O)NCc2ccccc2)n(-c2ccccc2)c1=O
→ -2.0	-9	8	0	-7	35	-1	9	18
- Cc1cccc(OCC(=O)NNC(=O)c2ccccc2OCc2c(C)noc2C)c1
→ 0.0	22	2	-3	0	-8	6	7	21

Three of the compounds above, tab-delimited.
SMILES	UPR CHOP act	697 NFkB inh	Gli-Sufu antag	XBP1 UPR activ	CXCR6 inh	EBI2 block	CCR6 antagonist	Jurkat NFkB inh	Mdm2 MdmX PPI
Cc1cc(CN(C)C(=O)CC2C(=O)NCCN2Cc2ccc(-c3ccccc3)cc2)on1 (stereo not drawn)	-2.3	8	23	-2	6	-7	8	-5	3
O=C(CN(Cc1ccccc1)C(=O)CCC(=O)Nc1ccccn1)NCCc1ccccc1	-0.1	13	-3	1	-3	3	8	-8	2
COc1ccc(-n2c(Cc3cccn3C)nnc2SCC(=O)NCC2CCCO2)cc1 (stereo not drawn)	0.8	2	21	-1	-3	-6	-10	-3	26

Going on with the list.
Every second line gives: UPR CHOP act	697 NFkB inh	Gli-Sufu antag	XBP1 UPR activ	CXCR6 inh	EBI2 block	CCR6 antagonist	Jurkat NFkB inh	Mdm2 MdmX PPI
- COc1cc(OC)cc(C(=O)NC(=S)Nc2ccc3[nH]c(=O)[nH]c3c2)c1
→ -0.3	3	-18	1	1	1	16	9	39
- Cc1cc(CN(C)C(=O)c2cc(COc3ccc(C)c(C)c3)on2)on1
→ 5.1	-76	-48	1	1	-6	5	-72	-41
- Cc1ccc(-c2nnc(SCC(=O)Nc3nc4c(s3)CCCC4)n2C)cc1
→ 1.8	11	0	4	1	14	5	5	30
- COc1cccc2cc(C(=O)NCCN3CCOCC3)c(=O)oc12
→ 0.5	19	24	5	8	-2	6	8	-26
- CC(=O)N1c2ccc(S(=O)(=O)NCC3CCC(C(=O)N(C)Cc4ccccc4)CC3)cc2CC1C (stereo not drawn)
→ 2.7	-24	3	-6	2	1	10	5	9
- Cc1ccc(NC(=O)NCc2cccnc2)cc1Cl
→ 1.8	-6	-23	-3	-6	13	8	-13	-8
- C=C(C)c1cccc(C(C)(C)NC(=O)NCC2COCCO2)c1 (stereo not drawn)
→ 0.9	10	4	-1	4	2	12	1	15
- CCCCOc1ccc(C(=O)N/C(=C\c2ccc([N+](=O)[O-])cc2)C(=O)OCc2ccco2)cc1
→ 0.1	-5	-10	-2	6	23	15	2	15
- CC(=O)c1ccc2cccc3c2c1N=CN3C
→ -0.3	3	1	-2	-14	-4	5	4	9
- O=C(Nc1cccc(C(F)(F)F)c1)C1CCCN1S(=O)(=O)c1cccc2cccnc12 (stereo not drawn)
→ -0.8	-38	-13	1	1	6	-12	-1	14
- COc1ccc(NC(=O)CN(C)S(=O)(=O)c2ccc3c(c2)CC(C)N3C(C)=O)cc1OC (stereo not drawn)
→ 1.2	6	3	-7	-2	5	12	14	8
- NS(=O)(=O)c1ccc(NC(=O)COC(=O)c2cnccn2)cc1
→ -0.7	8	23	1	-6	6	6	11	42
- COc1ccc(OCC(=O)N/N=C(\C)CC(=O)Nc2cccc([N+](=O)[O-])c2)cc1
→ 0.7	-8	-1	7	-8	7	0	4	9
- COc1ccc(C(=O)NC2CCN(CC(=O)N3CCCCC3)CC2)cc1
→ 0.7	-11	7	2	8	-5	7	-16	3
- CC(C)OC(=O)CSc1nc(Cc2cccs2)nc2ccccc12
→ -1.6	3	-4	3	-2	-17	1	4	-1
- Cc1cc(C)cc(N(CC(=O)N2CCOCC2)S(=O)(=O)c2ccccc2)c1
→ 0.3	-5	-5	0	-2	-2	8	-4	16
- CCc1ccc(N2CC(C(=O)OCC(=O)NC3CC3)CC2=O)cc1 (stereo not drawn)
→ -1.6	-5	8	1	2	0	-5	1	-8
- Cc1cccc(OCC(=O)N2CCN(C(=O)c3ccco3)CC2)c1
→ -2.0	21	-4	-5	-3	3	6	5	8
- Cc1ccc(S(=O)(=O)N/N=c2\oc3ccccc3cc2C(=O)Nc2cccc(C)c2)cc1
→ 2.8	-9	/	-1	/	/	/	-13	-27
- CC(C)c1ccc(S(=O)(=O)N2CCN(C(=O)CN3C(=O)c4ccccc4C3=O)CC2)cc1
→ -0.6	0	6	0	2	-2	7	1	7

(cont.)
Every second line gives: UPR CHOP act	697 NFkB inh	Gli-Sufu antag	XBP1 UPR activ	CXCR6 inh	EBI2 block	CCR6 antagonist	Jurkat NFkB inh	Mdm2 MdmX PPI
- c1ccc2c(c1)nc(N1CCCCCC1)c1ccccc12
→ 0.2	-9	-10	3	5	8	14	6	-10
- COc1ccccc1N/N=C/c1c(CO)cnc(C)c1O
→ -2.7	13	7	3	0	-9	5	-2	-6
- CCOc1ccccc1NC(=S)N(CCCN1CCOCC1)Cc1cn(C)c2ccccc12
→ 0.7	-25	14	-2	7	6	18	-11	10
- CCOC(=O)c1c(C)[nH]c(C(=O)OCC(=O)N2c3ccccc3CC2C)c1C (stereo not drawn)
→ 0.3	13	-4	-1	6	21	3	-9	10
- Cc1c(C)c2ccc(OCC(=O)NCc3ccccn3)cc2oc1=O
→ 2.2	15	-14	0	-4	-3	-4	11	-12
- CCOc1ccccc1N1CC(C(=O)Nc2cc(Cl)ccc2-n2cncn2)CC1=O (stereo not drawn)
→ 0.6	-1	0	-4	3	-2	3	-4	-11
- CCN(CC)CCCNc1oc(-c2ccc(OC)c(OC)c2)nc1C#N
→ 0.0	16	7	1	9	-7	-7	-43	-9
- Cc1[nH]c(C)c(S(=O)(=O)Nc2ccccc2Cl)c1C(=O)N1CCCC1
→ 2.2	7	58*	3	6	-1	14	-3	15
- Cc1ccc(S(=O)(=O)Oc2ccc(/C=N/NC(=O)c3ccncc3)cc2)cc1
→ 0.6	4	-8	1	-1	-2	6	5	17
- CCc1cn([C@H]2C[C@H](O)[C@@H](CO)O2)c(=O)[nH]c1=O
→ 1.1	23	-11	-8	-3	1	-1	30	10
- CCOC(=O)CSc1nc2c(c(=O)n(C)c(=O)n2C)n1Cc1ccccc1F
→ 0.6	11	-17	0	-4	7	2	-7	-8
- COc1cccc(CC(NC(C)=O)C(=O)NC2CCN(C(=O)C3CC3)CC2)c1OC (stereo not drawn)
→ 0.7	0	-9	-3	1	-8	13	-4	-17
- CCn1cc(C(=O)NCc2cccnc2)c(=O)c2cc(F)c(N3CCN(C(=O)c4ccco4)CC3)cc21
→ -1.2	-9	7	-3	-1	-5	0	15	31
- Cc1ccc(C(=O)Nc2ncccc2C)cc1S(=O)(=O)N1CCCCC1
→ 2.4	21	-7	-2	-5	6	5	1	12
- Cc1ccccc1C(=O)N1CC(=O)Nc2ccc(F)cc2C1c1ccccc1 (stereo not drawn)
→ -0.3	-12	4	-6	-2	10	11	37	-12
- COc1ccc(CNC(=O)CSc2n[nH]c(C)c2[N+](=O)[O-])cc1
→ 3.1	-9	6	1	8	-7	-3	-18	-25
- C/C(=N\NC(=S)NC1CCCCC1)c1ccc(C#N)cc1
→ 3.0	-47	11	3	4	0	3	10	21
- CC1=C(Sc2ccccn2)C(=O)NC(C)(C)C1
→ 0.0	-5	-6	0	-3	-25	2	4	16
- CCCOc1cccc(C(=O)O)c1
→ -0.4	-1	-7	0	-2	4	-11	-6	24
